CD40 NFkB inh = CD40 pathway inhibition in BL2 cells; BL2 NF-kB luciferase reporter, CD40L-induced, 4 h; inhibition, % at 10 µM; actives 0.94% (n = 83,000);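 active = mean inhibition of at least 50% with a set share of replicates also reaching that level; inconclusive = no clear call, values can overlap the other calls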;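 also: 0% = neutral control wells and 100% = IKK inhibitor VII at 50 µM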
Starred values were filed as active, the others as inactive; u = inconclusive; [ ] = another dose, or the depositor's remark. A portion of the library; rates above refer to the full screens.

SMILES	CD40 NFkB inh
CO[C@H]1CN(C)C(=O)c2ccc(NC(=O)C3CCCCC3)cc2OC[C@H](C)N(Cc2cccnc2)C[C@H]1C	3.3
C[C@@H]1CCCCO[C@H](CN(C)S(=O)(=O)c2cn(C)cn2)[C@@H](C)CN([C@H](C)CO)C(=O)c2cc(NC(=O)Nc3cccc4ccccc34)ccc2O1	-3.7[25 µM]
CCCc1nc(N)c(C#N)c(N)c1C#N	4.0
C[C@H](CO)N1C[C@H](C)[C@H](CN(C)C(=O)c2ccc(F)cc2)OCc2ccccc2-c2c(n(C)c3ccccc23)C1=O	11.4
Cc1sc(NC(=O)C2CSC3(C)CCC(=O)N23)nc1-c1ccccc1 (stereo not given)	10.3
C/C=C/c1ccc([C@@H]2[C@@H](CN(C)C(C)=O)N(C(=O)NC(C)C)[C@H]2CO)cc1	-2.7[25 µM]
CC1(C(=O)Nc2ccc(F)cc2F)CCN1C(=O)Cc1ccccc1 (stereo not given)	2.4
O=C(COc1ccccc1)N1c2ccccc2Sc2ccccc21	17.9
O=C(NC12CC3CC(CC(C3)C1)C2)c1ccco1	-0.4
O=C(c1ccccc1SCc1ccc(F)cc1)N1CCOCC1	-0.6
COc1cccc(NC(=O)Nc2nnc([C@@H]3C[C@H](O)[C@@H](CO)O3)s2)c1	0.6
O=C(c1ccccc1S(=O)(=O)NCc1ccccc1)N1CCCC1	4.0
COc1ccc(C(=O)NC(C)Cc2c[nH]c3ccccc23)cc1 (stereo not given)	-19.1
C[C@H]1CN([C@@H](C)CO)C(=O)c2c(c3ccccc3n2C)-c2ccccc2CO[C@@H]1CN(C)Cc1cccc(C(=O)O)c1	-0.6
COCC(=O)Nc1ccc([N+](=O)[O-])cc1OC	7.7
Cc1[nH]c(C)c(S(=O)(=O)N2CCc3ccccc32)c1C(=O)N1CCCCC1	9.3
COc1ccc2c(CC(=O)N3CCc4ccccc43)coc2c1	-56.3
CC(=O)c1c(C)[nH]c(C(=O)OCC(=O)N2CCN(c3ccccc3)CC2)c1C	0.4
C[C@@H]1CN([C@@H](C)CO)C(=O)c2c(c3ccccc3n2C)-c2ccccc2CO[C@@H]1CN(C)Cc1ccccc1C(F)(F)F	61.8*[25 µM]
COc1ccc(S(=O)(=O)Nc2ccc3c(c2)C(=O)N([C@@H](C)CO)C[C@H](C)[C@H](CN(C)C(=O)Nc2c(C)noc2C)OCCCC[C@@H](C)O3)cc1	-25.5[25 µM]
Cc1ccc(S(=O)(=O)N[C@H]2CC[C@H](CC(=O)NCc3ccncn3)O[C@@H]2CO)cc1	-9.1[25 µM]
Cc1noc(NS(=O)(=O)c2ccc(N/C=C/C(=O)c3ccncc3)cc2)c1C	11.0
O=C(c1ccc(Cn2cnnn2)cc1)N1CCCC(Nc2ccc(F)c(F)c2)C1 (stereo not given)	-2.6
CN1c2ccc(Br)cc2[C@@H]2[C@@H](CCN2C(=O)c2ccc(F)cc2)[C@H]1CO	-12.3[25 µM]
CC(C)NC(=O)N(C)C[C@@H]1Oc2ccc(N(C)C)cc2CC(=O)N(C)C[C@@H]1C	4.3
N#Cc1cccc(-n2c(-c3ccccc3)nnc2-c2ccccc2)c1C#N	-56.5
COc1cccc(NC(=O)CN(C)C(=O)c2ccc(N3CCOCC3)c([N+](=O)[O-])c2)c1	4.9
O=C(c1cc2ccccc2o1)N1CCN(S(=O)(=O)c2cccs2)CC1	3.1
O=C(Cc1ccccc1)NCC(=O)OCC(=O)c1ccc(OC(=O)c2ccccc2)cc1	4.1
COc1ccc(C(=O)COC(=O)c2cccs2)cc1	80.9*
Cc1sc2ncnc(N3CCC(C(=O)NNC(=O)COc4ccccc4Cl)CC3)c2c1C	15.9
C[C@@H]1CCCCO[C@@H](CN(C)C(=O)CCCN(C)C)[C@@H](C)CN([C@H](C)CO)C(=O)c2cc(NC(=O)Nc3ccc4c(c3)OCO4)ccc2O1	-14.3[25 µM]
COc1ccc(S(=O)(=O)N2CC[C@@H]3[C@@H](CO)Nc4ccc(-c5ccccc5F)cc4[C@@H]32)cc1	16.8[25 µM]
CCS(=O)(=O)N1Cc2cc(C(=O)NCC3CC3)nc(-c3cccc(-c4cccnc4)c3)c2[C@H]1CCO	-9.0[25 µM]
O=C(CN1CCOCC1)N1[C@H](CO)[C@@H]2c3ccccc3NC[C@@H]21	-16.6[25 µM]
Cc1ccc2cc(NC(=O)CC(CC(=O)O)c3ccccc3)ccc2n1 (stereo not given)	23.7
O=C(C[C@H]1CC[C@@H]2[C@H](COC[C@H](O)CN2CC2CCCC2)O1)NCc1ccc(Cl)cc1	4.3
OC[C@@H]1[C@@H](c2ccc(C#Cc3ccccc3F)cc2)[C@H]2CN(CC3CCOCC3)CCCCN12	-20.2[25 µM]
CC(NC(=O)C1CCN(c2nnc(N3CCCC3=O)s2)CC1)c1ccccc1 (stereo not given)	-11.9
CC(C)(C)[S@](=O)N1Cc2cc(C(=O)NC3CCCCC3)nc(-c3cccc(Br)c3)c2[C@@H]1CCO	12.7
O=C(CCC(=O)NNC(=O)c1ccc(Cl)cc1Cl)NCc1ccccc1	14.1
Cc1cc(NC(=O)c2ccoc2C)ccc1Br	-78.3
COc1ccc(C(C)=O)cc1CN1C(=O)NC2(CCCCCC2)C1=O	7.6
Cn1cc(CNCC2CCCO2)c(-c2ccc(Oc3ccccc3)cc2)n1 (stereo not given)	-1.6
COc1ccc(CN=C2NN=C(c3cccc(OC)c3)CS2)cc1	-47.8
CCOC(=O)c1cnc2c(OC)cccc2c1NCc1cccnc1	-12.5
CC(=O)C1=C(C)NC2=C(C(=O)CC(C)(C)C2)C1C (stereo not given)	10.4
Clc1ccc(CNc2ncnc3[nH]ncc23)cc1Cl	-1.7
O=C(Cn1cnc2c(nnn2Cc2ccc(F)cc2)c1=O)NCc1ccc2c(c1)OCO2	2.4
c1cncc(-c2nc(N3CCOCC3)c3c4c(sc3n2)CCC4)c1	8.6
Cc1cc(=O)[nH]c(-c2cccs2)n1	3.6
O=C(CCNC(=O)c1ccc(Cl)cc1)NCc1ccccc1Cl	1.7
COCC(=O)N1CC2(C1)CN(Cc1cccc(F)c1)[C@@H](CO)c1c2c2ccc(OC)cc2n1C	-0.4[25 µM]
O=C(OCc1nnc(-c2ccccc2)o1)c1cccc(-n2cnnn2)c1	5.2
CCOC(=O)N1CCN(C(=O)Nc2ccc3nccnc3c2)CC1	-8.6
O=[N+]([O-])c1ccc(Sc2cccc3cccnc23)cc1	-59.8
OC[C@H]1[C@H](c2ccc(-c3ccccc3F)cc2)[C@H]2CN(Cc3cccnc3)CCCCN21	-6.6[25 µM]
C[C@H]1CN(C)C(=O)Cc2ccccc2O[C@H]1CN(C)C(=O)OC(C)(C)C	16.5
CCS(=O)(=O)N1Cc2ccccc2CC1C(=O)N(C)CC(=O)Nc1ccc(F)c(F)c1F (stereo not given)	9.2
CCc1ccc(NC(=O)CCN2C(=O)c3cccnc3C2=O)cc1	4.5

Additional records
SMILES	CD40 NFkB inh
C[C@H]1CN([C@@H](C)CO)C(=O)CCCn2nncc2CO[C@H]1CN(C)C(=O)c1ccncc1	-8.1[25 µM]
CC(=O)N(C)C[C@@H]1Oc2ccc(N(C)C)cc2CC(=O)N(C)C[C@H]1C	2.8
O=C(O)c1cc(N/C(=N\S(=O)(=O)c2ccc(F)cc2)c2ccccc2)ccc1O	4.2
O=C(COC(=O)Cc1c(Cl)cccc1Cl)Nc1ccc2[nH]c(=O)[nH]c2c1	9.9
CC1CCN(CCNC(=O)CN(C)S(=O)(=O)c2cccc3nsnc23)CC1	-5.8
Cc1ccsc1C(=O)NNC(=O)CCN1CCN(c2ccccc2)CC1	-30.6
O=C(NC1CCCCC1)NS(=O)(=O)c1ccc2c(c1)CCC2	3.4
Cc1ccccc1CN(C)c1ccc(S(=O)(=O)N2CCN(C)CC2)cn1	17.7
CCOC(=O)Oc1ccc2c(c1)C(C)=CC(C)(C)N2C(=O)OCC	2.0
Clc1cccc(Cl)c1/C=C/c1ccn[nH]1	-37.1
O=C(NCc1ccco1)[C@@H]1CSC2c3ccccc3C(=O)N21 (stereo not given in full)	-4.1
COc1ccc(N(CC(=O)Nc2cccc3ccccc23)S(C)(=O)=O)cc1	7.4
Cc1sc2ncnc(OCC(=O)c3ccc(S(=O)(=O)N4CCCC4)cc3)c2c1C	2.5
COc1ccc(S(=O)(=O)Nc2ccc3c(c2)C(=O)N([C@H](C)CO)C[C@H](C)[C@@H](CN(C)S(=O)(=O)c2ccc(Cl)cc2)OCCCC[C@H](C)O3)cc1	35.8[25 µM]
Cc1ccc(NC(=O)CN(C)Cc2ccc(Cl)cc2)cc1	18.9

Shown with bars between the fields: part of the list above.
canonical_smiles | CD40 NFkB inh
O=C(O)c1cc(N/C(=N\S(=O)(=O)c2ccc(F)cc2)c2ccccc2)ccc1O | 4.2
O=C(COC(=O)Cc1c(Cl)cccc1Cl)Nc1ccc2[nH]c(=O)[nH]c2c1 | 9.9
CC1CCN(CCNC(=O)CN(C)S(=O)(=O)c2cccc3nsnc23)CC1 | -5.8
Cc1ccsc1C(=O)NNC(=O)CCN1CCN(c2ccccc2)CC1 | -30.6
O=C(NC1CCCCC1)NS(=O)(=O)c1ccc2c(c1)CCC2 | 3.4

The listing picks up; the two compounds before the break are reprinted first.
SMILES	CD40 NFkB inh
COc1ccc(S(=O)(=O)Nc2ccc3c(c2)C(=O)N([C@H](C)CO)C[C@H](C)[C@@H](CN(C)S(=O)(=O)c2ccc(Cl)cc2)OCCCC[C@H](C)O3)cc1	35.8[25 µM]
Cc1ccc(NC(=O)CN(C)Cc2ccc(Cl)cc2)cc1	18.9
C[C@H]1CN([C@@H](C)CO)C(=O)c2cccc(NS(=O)(=O)c3ccc(F)cc3)c2O[C@@H]1CN(C)S(=O)(=O)c1cccs1	-4.9[25 µM]
COc1cc(C(=O)OCC(=O)N2c3ccccc3NC(=O)C2(C)C)ccc1OCC(C)C	-6.7
CC(NS(=O)(=O)c1cccc(Cl)c1)C(=O)N(C)C1CCN(C)CC1 (stereo not given)	5.0
COc1ccc(CNC(=O)C(=O)NCC2CCCN2S(=O)(=O)c2cccs2)cc1 (stereo not given)	-1.1
C[C@@H]1CN([C@H](C)CO)C(=O)c2cc(C3=CCCC3)cnc2O[C@@H]1CN(C)C(=O)Nc1ccc(C(F)(F)F)cc1	6.4[25 µM]
COc1ccccc1C1(CC(=O)N2CCOCC2)CCOC(C(C)C)C1 (stereo not given)	8.6
CC(C)NC(=O)N(C)C[C@H]1OCc2ccccc2-c2c(n(C)c3ccccc23)C(=O)N([C@H](C)CO)C[C@@H]1C	-3.6
CC1CN(c2ccc(S(=O)(=O)N3CCOCC3)cn2)CC(C)O1 (stereo not given)	25.8
Cc1noc(C)c1S(=O)(=O)N(C)C[C@@H]1OCc2ccccc2-c2c(n(C)c3ccccc23)C(=O)N([C@@H](C)CO)C[C@@H]1C	u
COc1ccc(N(C)S(=O)(=O)c2ccc(Cl)c(C(=O)NNC(=O)c3ccccc3O)c2)cc1	-1.6
O=C(Nc1nnc(C2CC2)s1)c1cc2ccccc2o1	-60.5
CO[C@@H](CN(C)Cc1ccc2c(c1)OCO2)[C@@H](C)CN(C(=O)c1ccccc1)[C@H](C)CO	-17.4[25 µM]
COc1cc2c(cc1OC)C(=O)NCC(C)(C)O2	7.6
CCOC(=O)N1CCC(NC(=O)c2ccc3c(c2)N(CC)CCS3)CC1	-13.1
CCSc1nc2cc(OC)c(OC)cc2c(=O)n1CC	7.1
COCC(=O)N1CC[C@@H]2[C@@H](CO)N(C)c3ccc(-c4cccc(F)c4)cc3[C@@H]21	-7.2[25 µM]
Cn1nccc1-c1ccc(C(=O)NCc2ccco2)c2occc12	-36.3
O=C(C[C@H]1C=C[C@@H](NC(=O)NC2CCCC2)[C@H](CO)O1)NCc1ccc(F)cc1	0.5
O=S(=O)(Cc1ccc(Cl)cc1)Oc1ccc(Cl)cc1	-3.6
N#Cc1cccc(-c2ccc3c(c2)[C@H]2[C@H](CCN2C(=O)c2ccncc2)[C@H](CO)N3)c1	-56.9[25 µM]
CCOc1ccc(NC(=O)c2ccc(NCC(=O)N3CCCCCC3)cc2)cc1	-40.4
Cn1c(Cl)c(/C=N/OC(=O)C2CC2)c2ccccc21	-28.4
CCN(CC)S(=O)(=O)c1ccc(OC(C)C)nc1	6.0
CCN(Cc1ccncc1)C(=O)c1cc(Br)cc(Br)c1O	5.7
COc1ccc(CC2(CO)CCN(Cc3cnc(-c4ccccc4C)nc3)CC2)cc1	6.9
COC(=O)C[C@H]1C[C@@H]2c3cc(N)ccc3O[C@@H]2[C@H](CO)O1	5.2[25 µM]
O=S(=O)(c1ccccc1)c1nc(-c2ccco2)oc1N1CCOCC1	3.6
CC(C(=O)Nc1ccc(S(=O)(=O)Nc2ncccn2)cc1)N1C(=O)c2ccccc2S1(=O)=O (stereo not given)	-0.4
Cc1noc(C)c1S(=O)(=O)N1CCN(Cc2ccc3c(c2)OCO3)CC1	2.3
COc1cccc(CNC(=O)COC(=O)c2nn(C)c(=O)c3ccccc23)c1	5.0
C(=C\c1ccccc1)/CSc1nnc(-c2ccncc2)n1Cc1ccco1	5.7
Cc1cc(C2=NNC(=Nc3ccc(S(=O)(=O)N4CCOCC4)cc3)SC2)c(C)n1C	-15.2
O=C(C[C@H]1CC[C@H]2[C@@H](COC[C@@H](O)CN2C(=O)c2cc(Cl)cc(Cl)c2)O1)N1CCc2ccccc2C1	17.5[25 µM]
COc1ccc(C(=O)NCC2(c3ccc(OC)c(OC)c3)CCCC2)cc1OC	12.9
O=C(Nc1ccc(F)c([N+](=O)[O-])c1)c1cccs1	-7.1
S=C(NC1CCCCC1)NN1CCCCCC1	-3.4
COc1ccc(CC2(CO)CCN(C(C)Cc3ccc(Cl)cc3)CC2)cc1 (stereo not given)	27.5

An excerpt taken from the entries so far:
SMILES	CD40 NFkB inh
O=C(Nc1ccc(F)c([N+](=O)[O-])c1)c1cccs1	-7.1
S=C(NC1CCCCC1)NN1CCCCCC1	-3.4

Source: PubChem
